ASM inhibitor: inhibitors of human secretory acid sphingomyelinase | P17405 | placental ASM, HMU-PC fluorogenic substrate, 60 min | Potency, µM (titrated, usually from 57.5 µM), without a hit: top-dose activity change, negative = inhibition, most hits filed as inhibitors | 340,000 tested, 0.006% active; further: potency means the concentration at half of the fitted maximal effect
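Fluorogenic HMU-PC substrate (9 uM final) is turned over by placental ASM in 60 min at 37 C after a 10 min compound preincubation. Reaction ended by alkaline stop (pH 10), with fluorescence read at 386/447 nm.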
Eya2 inh: blocks the phosphatase activity of human Eya2; O00167; recombinant Eya2, OMFP fluorescence dephosphorylation (OMFP is methylfluorescein phosphate); Potency, µM (highest dose often 76.9 µM), inactives show top-dose activity, negative = inhibition, actives largely listed as inhibitors; 330,000 tested, 0.006% active; further: potency means the concentration at half of the fitted maximal effect; on the % scale 0 is the no-effect control and ±100 the full control effect
Target sequence (O00167 whole entry, looked up): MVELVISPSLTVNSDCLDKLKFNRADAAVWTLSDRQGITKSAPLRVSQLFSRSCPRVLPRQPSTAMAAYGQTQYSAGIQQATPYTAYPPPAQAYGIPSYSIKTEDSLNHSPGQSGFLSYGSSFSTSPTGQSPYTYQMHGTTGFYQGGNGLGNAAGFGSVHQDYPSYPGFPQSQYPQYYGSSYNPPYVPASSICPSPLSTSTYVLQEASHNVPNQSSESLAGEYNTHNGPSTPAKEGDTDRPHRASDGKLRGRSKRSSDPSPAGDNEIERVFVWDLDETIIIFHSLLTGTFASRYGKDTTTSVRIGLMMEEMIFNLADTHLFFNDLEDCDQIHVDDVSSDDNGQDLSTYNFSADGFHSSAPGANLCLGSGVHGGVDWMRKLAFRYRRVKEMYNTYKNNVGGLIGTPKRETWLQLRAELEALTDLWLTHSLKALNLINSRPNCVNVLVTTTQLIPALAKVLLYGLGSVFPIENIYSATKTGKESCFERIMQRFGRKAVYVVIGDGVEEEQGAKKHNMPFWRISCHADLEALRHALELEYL
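Eya2 (0.2 uM) preincubated 10 min at ambient with compound, then OMFP substrate added at 50 uM; 10 min reaction in 50 mM HEPES pH 7.5, 50 mM NaCl, 5 uM MgCl2, 0.05% BSA, 1 mM DTT. Fluorescence read at Ex 485/Em 525 nm.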
Mito fusion act: inhibitors of mitochondrial division or activators of mitochondrial fusion. S. cerevisiae fusion-defective mutant growth rescue, CellTiterGlo 48 h. Potency, µM (top dose mostly 46.1 µM), for inactives: top-dose growth rescue (activation), most hits filed as activators. 320,000 tested, 0.23% active. AID 485298;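 further: potency means the concentration at half of the fitted maximal effect; % of control where 0% means no effect; nearly all actives have a fitted effect of over 45% in size; temperature-sensitive fusion mutants such as fzo1-1 at 37 °C on non-fermentable ethanol glycerol medium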
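Temperature-sensitive fusion-defective S. cerevisiae (e.g. fzo1-1, mgm1-5) were grown with compound in YPEG medium (3% ethanol, 3% glycerol) for 48 hours at 37C. Growth rescue was measured as viability by CellTiterGlo luminescence after 10 minutes at ambient.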
TSHR antagonist: human thyrotropin receptor antagonism; P16473; TSHR-expressing cells, TSH-stimulated cAMP HTRF, 2 h; hits give low values; activity change, negative = inhibition, % at 11.5 µM; 330,000 tested, 0.2% active; AID 504810;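 active means activity change below a set negative limit, meaning inhibition stronger than a set level, cut at about -70% in these data; inconclusive means activity change between two set negative limits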; further: on the % scale 0 is the no-effect control and ±100 the full control effect
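Competitive HTRF cAMP read-out (cryptate anti-cAMP antibody, cAMP-d2; 30 min, room temperature) in freshly harvested TSHR cells. Compounds added before TSH at EC80 (4nM final), followed by 2 hours' incubation at 37 deg C.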
Menin MLL FP TR: displaces Texas Red mutant MLL peptide from human menin | O00255 | Menin + Texas Red MLL mutant peptide, fluorescence polarization | Potency, µM (highest dose often 61.6 µM), for inactives: top-dose FP activity change, negative = inhibition, actives largely listed as inhibitors | 270,000 tested, 0.23% active | AID 1768; active means well fitted inhibition curve with a large enough effect in the polarisation, with a control signal flat, not every such curve was filed as active; inconclusive means small, poorly fitted or top-dose-only effect, or effect the other way, or a change in a side signal; inactive means no such curve, though single readings can be large or run the other way; the % refers to the polarisation; further: potency means the concentration at half of the fitted maximal effect; % of control where 0% means no effect; many of its hits are not listed in these tables
hERG WT inh: KCNH2 (human, wildtype) channel inhibition; Q12809; 340,000 tested, 0.37% active; AID 720551; U2OS, BacMam KCNH2, thallium flux FluxOr; hits give low values; activity change, % at 1.84 µM;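 active means maximum activity change below -70%; inconclusive means maximum activity change between -70% and -50%; inactive means maximum activity change above -50%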; further: on the % scale 0 is the no-effect control and ±100 the full control effect
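U2OS cells were transduced with wild-type KCNH2 virus (2.03 x 10^8 / mL) for 4 h at room temperature, then cultured overnight at 37 C. Thallium flux was read with FluxOr dye. Rate constants were normalized to DMSO controls.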
USP2a block: inhibitors of human ubiquitin-specific protease USP2a; Potency, µM (titrated, usually from 38.3 µM), inactives show at the highest dose activity change, negative = inhibition, hits mostly inhibitors; AID 463254; USP2 core, Ub-CHOP2 coupled fluorogenic reporter, 485/531; 330,000 tested, 0.01% active; O75604;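 further: potency means the concentration at half of the fitted maximal effect; plate controls were DMSO wells for no effect and full inhibition by NEM control for full effect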
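Deubiquitinase activity read as fluorescence (485/531 nm) after Ub-CHOP2 cleavage activates the enterokinase reporter on its substrate; USP2 core 10nM, Ub-CHOP2 and substrate 25nM each, 30min compound preincubation then 60min RT; data normalized to NEM, curves fitted.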
BCR signal inh: chronic active BCR signaling inhibition; Potency, µM (doses to about 46.1 µM), without a hit: top-dose ratio change, negative = lower green/red ratio, usual class: inhibitors; ABC-DLBCL IkBa-CBG/CBR reporter, luminescence ratio, 4 h; 340,000 tested, 0.05% active; AID 493014; active means well fitted inhibition curve with a large enough effect in the signal ratio, with a control signal flat, not every such curve was filed as active; inconclusive means small, poorly fitted or top-dose-only effect, or effect the other way, or a change in a side signal; the % refers to the signal ratio;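 further: potency means the concentration at half of the fitted maximal effect; plate controls were basal doxycycline-induced cells for no effect and cells given 10 µM MG132 for full effect; MG132 reads +100%, hits lower the ratio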
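Doxycycline induced both beetle luciferases in TMD8 lymphoma cells; IKK-driven degradation limits the IkappaBalpha-fused green signal, while red luminescence normalises for cell number and nonspecific effects. Compounds tested up to 46 uM, 4 hrs.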
MBNL1-CUG inh: blocks human MBNL1 binding to CUG repeat RNA; Q9NR56; TR-FRET MBNL1-His/biotin-(CUG)12 binding, 665/545 ratio; Potency, µM (highest dose often 57.5 µM), without a hit: at the top dose activity change, negative = inhibition, actives largely listed as inhibitors; 280,000 tested, 0.036% active; AID 2675; active means well fitted inhibition curve with a large enough effect in the signal ratio, with a control signal flat, not every such curve was filed as active; inconclusive means small, poorly fitted or top-dose-only effect, or effect the other way, or a change in a side signal; inactive means no such curve, though single readings can be large or run the other way; the % refers to the signal ratio; further: potency means the concentration at half of the fitted maximal effect; on the % scale 0 is the no-effect control and ±100 the full control effect
Target sequence (Q9NR56 whole entry, looked up): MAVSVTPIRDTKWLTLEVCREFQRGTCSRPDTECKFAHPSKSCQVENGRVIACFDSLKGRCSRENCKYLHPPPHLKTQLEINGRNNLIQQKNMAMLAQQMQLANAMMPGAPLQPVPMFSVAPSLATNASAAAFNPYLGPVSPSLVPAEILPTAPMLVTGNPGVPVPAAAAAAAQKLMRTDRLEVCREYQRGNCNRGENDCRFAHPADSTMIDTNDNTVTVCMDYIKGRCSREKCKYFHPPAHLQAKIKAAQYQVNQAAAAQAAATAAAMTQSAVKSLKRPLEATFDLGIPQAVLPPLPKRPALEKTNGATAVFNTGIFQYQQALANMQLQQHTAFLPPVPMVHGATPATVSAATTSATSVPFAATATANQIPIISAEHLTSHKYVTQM
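Ratiometric TR-FRET (665 over 545 nm, excitation 340 nm) tracks disruption of MBNL1-His/biotin-(CUG)12 complex after 60 min at room temperature, with compounds at 92 nM to 58 uM final.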
GALK inh: blocks human galactokinase activity; P51570; Purified GALK, Kinase-Glo residual ATP luminescence; Potency, µM (doses to about 57.5 µM), for the others: top-dose activity change, negative = inhibition, usual class: inhibitors; 270,000 tested, 0.007% active; further: potency means the concentration at half of the fitted maximal effect; on the % scale 0 is the no-effect control and ±100 the full control effect
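Quantitative HTS: GALK 5 nM, ATP 35 uM, galactose 100 uM, 1 h room temperature, then luciferase-based ATP detection.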
PKM2 act: activators of human pyruvate kinase M2; P14618; purified PKM2, Kinase-Glo ATP luminescence, activation; response scale: 0% is enzyme alone, no compound; Potency, µM (titrated, usually from 57.5 µM), for inactives: top-dose activation, most hits filed as activators; 260,000 tested, 0.34% active; AID 1631; further: potency means the concentration at half of the fitted maximal effect; on the % scale 0 is the no-effect control and ±100 the full control effect; nearly all actives have a fitted effect of over 55% in size
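ATP formation by purified human PK-M2, quantified via coupled luciferase luminescence after 1 h at room temperature with 0.1 mM ADP and 0.5 mM PEP final.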
Starred values were filed as active, the others as inactive; ? = inconclusive; nt = no result given; [ ] = another dose, or the depositor's remark. Unless noted, the call rests on the fitted dose curve; in most records, active means well fitted curve in the direction sought with a large enough effect; inconclusive means small, poorly fitted or top-dose-only effect, or another doubt; inactive means no such curve, though single readings can be large; an effect the other way counts as inactive or inconclusive. Some of the compounds tested; the hit share may differ from the screen's.

Order of results: ASM inhibitor	Eya2 inh	Mito fusion act	TSHR antagonist	Menin MLL FP TR	hERG WT inh	USP2a block	BCR signal inh	MBNL1-CUG inh	GALK inh	PKM2 act
CCOC(=O)c1c(C)[nH]c(C(=O)COC(=O)/C=C/c2ccc(O)c(OC)c2)c1C
    5%	4%	4%	-6	-8%	12	1%	3%	?	-3%	9%
Cc1nc2ccccn2c1C(=O)C(=O)Nc1cc(F)ccc1F
    0%	9%	-4%	7	16%	-1	1%	-11%	7%	-1%	-3%
Cc1ccc(-n2ncc3c(=O)n(Cc4ccccn4)cnc32)cc1C
    -2%	-3%	-3%	9	-3%	-6	0%	?	-3%	4%	14%
O=C(Nc1ccccc1F)C(=Cc1sc(N2CCOCC2)nc1-c1ccccc1)C(=O)Nc1ccccc1F
    -11%	-11%	-4%	21	-19%	-1	23%	-6%	-3%	-2%	-5%
Nc1c(Cl)cc(-c2cn(CCC(=O)O)c(-c3ccncc3)n2)cc1Cl
    1%	-14%	5%	-7	nt	nt	3%	-7%	nt	nt	nt
O=C(COC(=O)Cc1ccc(Cl)cc1)NCCc1ccccc1
    -2%	0%	11%	1	nt	-7	-1%	?	nt	nt	nt
COc1ccccc1N1CCN(S(=O)(=O)c2ccc(NC(C)=O)cc2)CC1
    2%	-9%	-2%	-7	28%	0	-1%	?	-6%	0%	nt
Cc1ccc(SC(CC(=O)c2ccc(C(C)(C)C)cc2)C(=O)O)cc1 (stereo unspecified)
    7%	-4%	7%	-45	-2%	8	-1%	?	0%	-7%	17%
CCN1C(=O)N(CC)C2C1N(CO)C(=O)N2CO (stereo unspecified)
    3%	30%	1%	19	20%	-4	3%	-3%	-8%	10%	nt
COC(=O)c1cc2nc(-c3ccc(OC)c(OC)c3)cc(C(F)(F)F)n2n1
    30%[activator]	3%	-1%	9	-3%	2	1%	?	2%	4%	5%
O=C(Nc1ccc(C(=O)O)cc1)/C(=C\c1ccc2c(c1)OCO2)NC(=O)c1ccco1
    4%	-9%	0%	-1	4%	2	3%	-3%	5%	0%	6%
COc1ccc(N2CCN(C(=O)c3ccc4c(=O)n(CC5CCCO5)c(=O)[nH]c4c3)CC2)cc1 (stereo unspecified)
    -1%	-12%	4%	-10	-20%	6	-1%	0%	-1%	-3%	-1%
CS(=O)(=O)Nc1ccc(C2=NN(C(=O)CCCC(=O)O)C(c3cccs3)C2)cc1 (stereo unspecified)
    275%[activator]	12%	3%	25	-9%	-3	-3%	0%	?	1%	nt
O=C(COc1ccccc1)N1CCN(S(=O)(=O)c2ccc(Cl)cc2)CC1
    -3%	-31%	2%	8	-1%	1	3%	-10%	-6%	0%	?
COc1ccc2[nH]c(=O)c(CN(CCO)S(=O)(=O)c3c(C)ccc4nsnc34)cc2c1
    -1%	21%	-2%	-2	-20%	-5	-2%	-8%	?	-1%	-1%
CCOC(=O)Cn1nc(C)n(-c2c(C)cccc2C)c1=O
    0%	-13%	5%	6	-18%	5	1%	0%	-5%	8%	-4%
N#Cc1nc(COc2ccccc2F)oc1NCc1ccc(F)cc1
    0%	-17%	29%	-8	0%[11.7 µM]	-15	-8%	?	0%	1%	9%
Cn1nnnc1SCC(=O)NCC(=O)c1ccccc1
    6%	-6%	5%	25	-11%	-21	0%	5%	0%	-1%	3%
C=CCOc1cccc(C2c3c(oc4ccccc4c3=O)C(=O)N2c2ccccn2)c1 (stereo unspecified)
    4%	19%	3%	13	-2%	6	-1%	4%	2%	3%	2%
O=C(CN(Cc1ccccc1Cl)C(=O)CNS(=O)(=O)c1ccc(F)cc1)NCC1CCCO1 (stereo unspecified)
    -13%	-12%	0%	3	nt	6	1%	2%	-6%	6%	nt
CCC(=O)N1CCN(c2ccccc2NC(=S)NC(=O)c2ccco2)CC1
    1%	-6%	-4%	0	nt	-3	2%	4%	9%	-2%	-2%
COc1ccc(Cl)cc1-n1c(C)cc(C=O)c1C
    1%	11%	2%	-2	nt	1	2%	?	4%	-2%	1%
CCOC(=O)c1cn(CC)c2cc(F)c(F)cc2c1=O
    6%	-3%	2%	2	nt	-2	3%	5%	-8%	0%	-1%
CN(CC(=O)OCC(N)=O)S(=O)(=O)c1ccc(Cl)cc1
    4%	11%	-5%	5	-7%	-2	3%	8%	-3%	8%	-1%
O=C(/C=C/c1ccccc1Cl)N1CCCN(C(=O)/C=C/c2ccccc2Cl)CC1
    -14%	3%	13%	5	12%	26	-1%	3%	-1%	1%	2%
CCCC(O)(c1ccc(OC)cc1)C(CN(C)C)c1ccccc1 (stereo unspecified)
    4%	-5%	1%	-6	-4%	-9	1%	?	7%	0%	-3%
Cc1cc(NC(=O)c2ccc3nccnc3c2)ccc1Br
    -5%	-25%	nt	nt	nt	-16	0%	?	nt	nt	nt
COC(=O)c1nn(-c2ccc(F)cc2)ccc1=O
    4%	14%	-1%	24	nt	-2	-1%	3%	nt	1%	-8%
C=CCN1C(=O)C(CC(=O)NCC)SC1=Nc1ccccc1OC (stereo unspecified)
    1%	-2%	1%	-2	15%	-3	0%	-2%	1%	8%	2%
COc1ccc(-n2ccnc(SCC(=O)NCc3ccc(C)cc3)c2=O)cc1Cl
    nt	-5%	-6%	-2	nt	-4	0%	0%	nt	nt	nt
Cc1cccc(NC(=O)c2cccnc2Oc2ccccc2)c1C(=O)O
    0%	-7%	-1%	10	23%	-8	3%	-2%	-6%	1%	nt
CN1C2CCC1CC(NC(=O)c1cc(Cl)cc3[nH]cnc13)C2 (stereo unspecified)
    -1%	?	3%	3	4%	-19	-1%	-1%	-11%	-3%	-11%
O=C1C=C(O)C(n2cncn2)C(c2ccc3c(c2)OCO3)C1 (stereo unspecified)
    0%	4%	-11%	-1	14%	-3	-1%	2%	-3%	1%	-3%
COC(=O)[C@H](CCSC)NC(=O)N1CCC(C)CC1
    3%	-36%	5%	0	-9%	-1	0%	29%	-3%	-1%	8%
Cc1c(C(=O)N2CCCCC2)c(S(=O)(=O)N2CCN(c3ccccc3F)CC2)c(C)n1C
    2%	-12%	4%	5	-13%	0	1%	-2%	-2%	8%	nt
CC/C(C)=N\N=C\c1c(O)n(CC)c2cc(C3=NNC(=O)CC3)ccc12
    24%	7%	-2%	-8	3%	-15	5%	13%	?	-3%	26%
CCN(CC)S(=O)(=O)c1ccc(N=N/C(C(C)=O)=C(/C)O)cc1
    -11%	-9%	0%	-1	5%	8	2%	?	?	-5%	2%
COCCn1c(-c2ccc(OC)cc2)cnc1SCC(=O)Nc1ccc(OC)cc1OC
    5%	-4%	4%	12	-12%	15	1%	-2%	?	nt	-5%
O=C(COC(=O)c1cccc(S(=O)(=O)N2CCCCC2)c1)NC1CCCCC1
    4%	1%	1%	0	nt	18	0%	?	nt	nt	nt
N#Cc1c(NC(=O)c2ccccc2)sc2c1CCCCC2
    -3%	-5%	-1%	-13	-10%	-4	5%	?	23%	-12%	-4%
O=C(COC(=O)c1ccc(F)c(S(=O)(=O)N2CCOCC2)c1)Nc1ccc2c(c1)OCO2
    0%	9%	-5%	2	nt	7	1%	3%	nt	nt	nt
CCOc1ccc(NC(=O)CSc2nc3cccnc3n2CC)cc1
    -1%	-22%	-4%	-13	2%	-9	2%	?	-5%	0%	-4%
O=S(=O)(NCc1ccccc1)c1ccc(-n2cccn2)cc1
    3%	-1%	6%	7	21%	-13	2%	-1%	-4%	-1%	0%
Cc1ccc(C(=O)NCC(=O)NCc2cc(=O)n(C)c(=O)n2C)cc1C
    4%	0%	0%	3	nt	1	2%	1%	-14%	4%	nt
CN(CCC(=O)Nc1ccc(Cl)cc1)Cc1ccccc1
    -1%	-6%	-10%	-3	-14%	28	-3%	0%	0%	3%	-8%
COCCNc1c2c(nc3c(-c4ccccc4)c(C)nn13)CCCC2
    7%	-6%	3%	-8	-15%	10	-2%	22%	-2%	-1%	5%

Compound activity deposited in PubChem BioAssay by National Center for Advancing Translational Sciences (NCATS).
